Source: PubChem BioAssay
GRIN3A LBD mod: modulates the human NR3A ligand-binding domain. NR3A LBD differential scanning fluorimetry, Tm shift; 0% = protein alone, 100% = glycine-bound protein. AID 1259313. Tm shift relative to glycine control, % at 25 µM. 340,000 tested, 2.5% active;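 active means melting temperature shift of at least 10% of the positive control shift, at one fixed dose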
hIAP act: human IAP activation; purified human IAP, CDP-Star luminescence, 30 min; hits give high values; 1 = vehicle-only enzyme, 0 = enzyme-free background; activation factor at 10 µM; AID 2524; 330,000 tested, 0.16% active;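 active means activation factor of the enzyme at least 2-fold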; further: the source names both 10 and 20 µM as test concentration; values of inactives mirror those of a sister screen read the other way
A3G deaminase: APOBEC3G (human) deaminase inhibition; Q9HC16; recombinant A3G, ssDNA deamination FAM/TAMRA fluorescence; inhibition, % at 20 µM; 330,000 tested, 0.28% active;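 active means inhibition of at least 40% at 20 µM, with no more than 30% in the related APOBEC3A deaminase screen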;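 further: plate controls were DMSO wells with A3G for no effect and wells lacking A3G enzyme for full effect; some compounds called inactive have numbers as strong as hits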
Target sequence (Q9HC16 whole entry, looked up): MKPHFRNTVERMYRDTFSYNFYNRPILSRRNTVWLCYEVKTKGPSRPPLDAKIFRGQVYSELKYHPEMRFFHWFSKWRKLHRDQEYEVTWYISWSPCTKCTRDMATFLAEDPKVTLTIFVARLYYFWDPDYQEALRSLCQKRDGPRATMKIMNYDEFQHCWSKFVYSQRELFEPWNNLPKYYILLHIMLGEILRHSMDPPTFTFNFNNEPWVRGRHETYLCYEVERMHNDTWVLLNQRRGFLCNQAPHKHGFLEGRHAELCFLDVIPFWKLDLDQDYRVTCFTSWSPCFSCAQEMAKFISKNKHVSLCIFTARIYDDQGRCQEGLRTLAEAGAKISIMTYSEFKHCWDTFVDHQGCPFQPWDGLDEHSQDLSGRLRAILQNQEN
MPTP inh: inhibitors of mitochondrial permeability transition pore; isolated mouse mitochondria, Ca2+ swelling absorbance, 30 min; inhibition, % at 10 µM; 360,000 tested, 1.4% active;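 active means inhibition of 50% or more, scaled per plate between neutral and stimulator controls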;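 further: 0% = DMSO wells given calcium and 100% = 1 mM EGTA wells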
MIN6 prolif: induces beta-cell replication in MIN6 cells | 330,000 tested, 0.29% active | proliferation, % at 10 µM | MIN6 cells proliferation, ATPlite luminescence, 48 h; cells starved in 0.2% serum; 100% = growth in 10% serum;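 active means compounds whose signal lies at least 3.5 SD above the mean of all wells on their plate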;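 further: 0% = DMSO-treated cells in low-serum medium and 100% = 10% serum control; some compounds called inactive have numbers as strong as hits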
hIAP block: blocks human intestinal alkaline phosphatase | P09923 | purified IAP, CDP-Star luminescence, 30 min | inhibition, % at 10 µM | 330,000 tested, 0.12% active | AID 2544;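 active means inhibition reaching a set limit with compound at 10 µM in the primary screen, cut at about 35% in these data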;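 further: plate controls were DMSO wells with enzyme for no effect and no-enzyme buffer wells for full effect; values of inactives mirror those of a sister screen read the other way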
mIAP inh: mouse IAP inhibition; 330,000 tested, 0.2% active; purified mouse IAP, CDP-Star luminescence, 30 min; inhibition, % at 10 µM;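 active means inhibition of at least 40% at 10 µM in the primary screen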;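 further: plate controls were DMSO with enzyme for no effect and no enzyme wells for full effect; values of inactives mirror those of a sister screen read the other way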
mIAP activ: mouse IAP activation. 330,000 tested, 0.24% active. muIAP, CDP-Star luminescence, 30 min; hits give high values; 1 = vehicle-only enzyme signal, 0 = enzyme-free wells. AID 2805. activation factor at 10 µM;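 active means activation factor of at least 2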; further: the source names both 10 and 20 µM as test concentration; values of inactives mirror those of a sister screen read the other way
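Assay system: mouse IAP enzyme / Compound: DMSO-dissolved test compounds / Timing: 30 min, room temperature / Measured by: luminescence from enzymatic CDP-Star hydrolysis / Control set: DMSO-only wells, enzyme-free buffer wells as negative control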
APOBEC3A inh: blocks human APOBEC3A ssDNA deamination. P31941. recombinant A3A, FAM/TAMRA ssDNA deamination fluorescence. inhibition, % at 20 µM. 330,000 tested, 0.41% active. AID 493011;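 active means at least 40% inhibition at 20 µM here, with at most 30% in a related deaminase screen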;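 further: plate controls were A3A with DMSO for no effect and wells lacking A3A enzyme for full effect; some results filed as inactive read as strong as hits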
Target sequence (P31941 whole entry, looked up): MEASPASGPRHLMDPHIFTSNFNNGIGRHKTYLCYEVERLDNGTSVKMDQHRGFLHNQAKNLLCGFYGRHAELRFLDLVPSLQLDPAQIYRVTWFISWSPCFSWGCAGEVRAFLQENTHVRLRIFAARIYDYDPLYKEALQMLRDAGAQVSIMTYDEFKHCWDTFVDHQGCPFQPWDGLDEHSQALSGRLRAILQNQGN
* marks the source's active call; other numbers are inactive results; . = not tested or not shown. Not a hit list; 5% or so of the library scored in one or more.

Fields: GRIN3A LBD mod	hIAP act	A3G deaminase	MPTP inh	MIN6 prolif	hIAP block	mIAP inh	mIAP activ	APOBEC3A inh
1	Cc1cc(=O)oc2cc(OCC#N)ccc12
  0	0.86	-5	-0.1	3	14	3	0.97	-5
2	CN1CCN(c2ccccc2NC(=O)c2ccc(Br)o2)CC1
  -1	1.1	-3	-1.3	3	-6	-20	1.2	-3
3	CN1C(=O)c2ccccc2Sc2ccc(NC(=O)N3CCOCC3)cc21
  -1	1	-4	-0.2	-3	0	-7	1.1	-1
4	CN(CC(=O)Nc1ccc(Cl)c(C(F)(F)F)c1)C(=O)CCNC(=O)c1ccco1
  2	0.97	-4	-1.0	0	3	6	0.94	-1
5	NS(=O)(=O)c1ccc(CCNC(=O)c2ccc3c(c2)N(Cc2ccccc2)CCS3)cc1
  -19	0.93	2	-0.1	0	7	-16	1.2	-1
6	CCOC(=O)c1ccc2nc(C)cc(Nc3cccc(C(=O)O)c3)c2c1
  .	0.96	-12	.	-3	4	-9	1.1	-4
7	Nc1[nH]n2c(=O)cc(-c3ccccc3)nc2c1N=Nc1ccc2c(c1)OCO2
  .	1	1	.	-4	-5	21	0.79	1
8	COc1ccc(CNc2ccc(Cl)cc2)cc1Cn1ccnc1
  1	1.2	-4	0.8	-5	-22	0	1	0
9	N/C(=N\S(=O)(=O)c1ccc(Cl)s1)c1ccccc1
  3	1.1	-6	0.0	-2	-6	11	0.89	-2
10	CCN(CC)S(=O)(=O)c1ccc(-c2nnc3sc4cccc(C)c4n23)cc1
  -1	0.92	-7	-0.1	-4	8	13	0.87	-1
11	CSc1ncc(C(=O)Nc2ccc(C(C)=O)cc2)c(-c2ccccc2)n1
  -1	0.99	-3	0.8	-2	1	1	0.99	-3
12	O=[N+]([O-])c1cccc(CNc2ccc3c(c2)CCC3)c1
  -5	0.87	-5	1.8	-3	13	0	1	-1
13	Cc1ccsc1C(C(=O)NC1CCCCC1)N(C(=O)c1csnn1)C1CC1 (stereo not given)
  1	1.2	-1	1.8	-1	-18	-4	1	5
14	CCCCCC(=O)N1CCCCC1
  .	1.1	6	-0.7	-1	-12	-22	1.2	2
15	CCOC(=O)COc1ccc(C)cc1-c1ccno1
  3	1	-11	0.2	1	0	2	0.98	-2
16	Cc1ccc2cc(/C=N/NC(=O)CN3CCCCC3)c(Cl)nc2c1
  1	0.96	0	-0.4	4	4	4	0.96	2
17	O=C(CSc1ccccc1)OCC(=O)N1CCN(C(=O)c2ccco2)CC1
  -1	1.1	-9	-0.8	-1	-9	-2	1	-3
18	O=C(NCc1cccs1)C(=O)NCC(c1ccco1)N1CCN(c2ccccc2)CC1 (stereo not given)
  0	1.1	-6	1.5	-3	-11	4	0.96	-5
19	CCc1nc(Nc2ccc3c(c2)OCCO3)c2oc3ccccc3c2n1
  -2	0.92	-3	-0.2	-1	8	11	0.89	1
20	CC(=O)Nc1cccc(C(=O)OC(C)C(=O)NC(=O)NC2CCCCC2)c1 (stereo not given)
  3	1	-6	-2.0	-1	-2	2	0.98	0
21	CCS(=O)(=O)c1nc(S(=O)(=O)c2ccc(Cl)cc2)c(NCCCN2CCOCC2)s1
  2	0.93	-8	-2.8	5	7	6	0.94	-4
22	CC(C)CCNC(=O)C(c1cccnc1)N(CCc1ccccc1)C(=O)Cn1nnc2ccccc21 (stereo not given)
  1	1	3	-3.4	4	-4	7	0.93	1
23	COc1cccc(NC(=O)NCc2cccn2C)c1
  0	0.91	-3	-1.8	0	9	-11	1.1	0
24	O=C(OCC1COc2ccccc2O1)c1c(F)cccc1F (stereo not given)
  2	0.98	-1	-0.9	-2	2	2	0.98	1
25	CCC(C)[C@H](NC(=O)[C@@H]1Cc2c([nH]c3ccccc23)C2c3ccccc3C(=O)N21)C(=O)NCC1CCCO1 (stereo not given in full)
  -2	1.1	-13	1.0	4	-6	-19	1.2	2
26	COCCCC1CCN(C(=O)C2CCC(=O)N(C3CCCCCC3)C2)CC1 (stereo not given)
  -2	1.1	-14	1.9	-6	-9	-1	1	-1
27	CC(=O)c1cc(C#N)c(SCc2ccc(F)cc2)nc1C
  2	0.86	-2	1.4	-2	14	12	0.88	3
28	CCOc1ccccc1-n1nnnc1SCC(=O)Nc1cc2oc3ccccc3c2cc1OC
  -1	0.86	0	1.4	-2	14	6	0.94	1
29	O=C1NCCN1CCNS(=O)(=O)c1ccc2ccccc2c1
  -1	1.2	-6	2.2	-2	-18	-1	1	-2
30	COc1ccc(C(=O)NNC(=O)c2cc3cccc(OC)c3oc2=O)cc1
  1	1.3	-7	-1.0	-1	-34	28	0.72	3
31	COc1cc(OC)nc(/N=C/NO)n1
  0	1	-11	1.9	-1	-4	0	1	-4
32	COC(=O)c1nn(C23CC4CC(CC(C4)C2)C3)c2c1C(=O)N(c1ccc(F)cc1)C2=O
  -5	1	-5	0.7	2	-1	-3	1	-3
33	O=[N+]([O-])/C(=C\Nc1ccccc1Cl)S(=O)(=O)c1ccccc1
  .	0.89	-1	-1.5	-1	11	3	0.97	-1
34	COc1ccc(C(=O)NC(=S)Nc2ccc(N3CCOCC3)c(Cl)c2)cc1[N+](=O)[O-]
  -2	0.83	2	1.9	-5	17	10	0.9	9
35	CCCCN(C(=O)c1c(C)[nH]c(C(=O)OCC)c1C)c1ccccc1
  0	0.97	-5	-2.2	-2	3	-6	1.1	0
36	COc1ccc(CN(C(=O)CN2C(=O)c3ccccc3S2(=O)=O)C(C(=O)NCC2CCCO2)c2ccco2)cc1 (stereo not given)
  -3	1.2	-6	-0.5	-1	-16	-4	1	-4
37	COC(=O)/C=C/CC(C)OS(N)(=O)=O (stereo not given)
  -1	1.2	0	-1.8	-5	-19	3	0.97	-4
38	Cc1ccc(NC(=O)c2ccc(Cl)c(NC(=O)c3cccs3)c2)cc1
  -1	0.96	-9	-0.5	-2	4	6	0.94	-6
39	COc1ccc(CCN2C(=O)C3C4CC(C5C(C(=O)N/N=C\c6ccc(Cl)cc6)=NOC45)C3C2=O)cc1OC (stereo not given)
  0	0.9	-6	-4.3	-1	10	-1	1	-2
40	C=CCOC(=O)C1=C[C@@H](c2ccc(Br)cc2)C[C@@H](OCc2ccc(CO)cc2)O1
  -13	1	-4	1.8	-6	-1	2	0.98	-1
41	CCOC(=O)C1=C(COc2ccc(F)cc2Cl)NC(=O)NC1c1cc(C)ccc1C (stereo not given)
  -3	1.5	9	1.7	-3	-46	-10	1.1	-4
42	CCn1c(SCC(=O)NCc2cccs2)nnc1-c1ccco1
  2	0.98	-4	-0.1	0	2	-9	1.1	-1
43	CCN(CC)C(=O)CSc1nc(O)c(Cc2ccccc2)c(=O)n1-c1ccccc1C
  -1	0.97	-7	1.7	2	3	5	0.95	-3
44	COc1ccccc1CNCC(=O)Nc1ccc(C(F)(F)F)cc1
  0	1	5	2.5	-3	-3	1	0.99	0
45	CCOC(=O)C1CCCN(C(=O)C2CCN(S(=O)(=O)c3cccs3)CC2)C1 (stereo not given)
  -1	0.84	-7	-0.7	3	16	4	0.95	-4
46	O=C(c1ccc(F)c(S(=O)(=O)N2CCOCC2)c1)N(c1ccccc1)c1ccccn1
  0	1	-2	-1.8	-1	-3	-7	1.1	-1
47	COc1ccccc1-c1cn[nH]c1-c1ccc(OCc2ccccc2)cc1O
  7	1.3	-3	6.3	-6	-32	-3	1	2
48	Cc1cccc(NC(=S)N2CCN(c3ccc(F)cc3)CC2)c1
  -1	0.92	-4	4.1	-2	8	-6	1.1	1
49	CC(C)NS(=O)(=O)c1ccc(CCC(=O)N2CCC(C(N)=O)CC2)cc1
  -1	1	-1	0.0	-2	-4	1	0.99	0
50	CCOC(=O)c1c(NC(=O)CSc2nc3ccccc3c(=O)n2-c2ccccc2)sc(C(C)=O)c1C
  1	0.9	-6	1.0	-1	10	7	0.93	-4
51	Cc1cc(C(=O)Nc2ccc(S(=O)(=O)Nc3onc(C)c3C)cc2)cs1
  0	1	-3	-1.5	-2	-4	-7	1.1	-5
52	O=C1CSC(c2ccccc2F)N1c1ccccc1 (stereo not given)
  2	0.87	-5	5.0	1	13	8	0.93	-3
53	CCN(CC)S(=O)(=O)c1ccc2c(c1)nc(CCC(=O)Nc1cccc(C(F)(F)F)c1)n2CC
  1	0.99	0	-1.1	-7	1	-11	1.1	3
54	O=C(NN1C(=O)C2C(C1=O)C1C=CC2C12CC2)c1cccnc1 (stereo not given)
  0	0.91	-6	-1.8	-3	9	2	0.97	1
55	CC(C)C(=O)Nc1nc(-c2ccccc2)ns1
  -38	0.94	-4	9.2	-1	6	-2	1	-3
56	CN(C)S(=O)(=O)c1ccc(N2CCCC2)c(C(=O)NCc2ccc(Cl)cc2)c1
  -1	1.1	-5	-0.1	0	-7	-28	1.3	-7
57	CCOC(=O)c1ccc(NC(=S)N2CCN(C(=O)C3CCCO3)CC2)cc1 (stereo not given)
  1	0.84	0	0.3	0	16	-12	1.1	2
58	O=C(Nc1cccc(Cl)c1N1CCCC1)c1ccc([N+](=O)[O-])o1
  2	0.84	-2	0.3	-2	16	8	0.92	2
59	CCN(CC)S(=O)(=O)c1ccc(N2CCCC2)c(NC(=O)C2=COCCO2)c1
  -2	0.97	-7	-1.2	-4	2	-7	1.1	1
60	CCOCCCNC(=O)C1CCN(C(=O)Nc2ccc(C)cc2)CC1
  0	1	-4	-0.4	-3	-3	-4	1	1
61	O=C(CN1C(=O)c2ccccc2C1=O)Nc1ccc(N2CCOCC2)cc1
  -2	0.88	-4	-0.8	-1	12	2	0.98	-3
62	CC(OC(=O)c1cc[n+]([O-])cc1)C(=O)Nc1ccc(C(N)=O)cc1 (stereo not given)
  1	1	-4	-0.4	-3	-4	-9	1.1	3
